aSyn yeast inh: alpha-synuclein toxicity inhibition in yeast; Yeast expressing alpha-synuclein, growth rescue, BacTiter-Glo, 24 h; Potency, µM (doses to about 46.1 µM), inactives show top-dose growth rescue (activation), actives largely listed as activators; actives 0.14% (n = 370,000); also: potency is read from the fitted curve at half-maximal effect; % of control where 0% means no effect; nearly all actives have a fitted effect of over 65% in size
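Screening used galactose-induced yeast with toxic alpha-synuclein levels, exposed to compound for 24 hr at 30 deg C. Cell growth, read with BacTiter-Glo luminescence, gave the measured signal.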
D3 antag: D3 dopamine receptor (human) antagonism. P35462. D3R cells, DiscoveRx beta-arrestin luminescence, antagonist mode; stronger effect = lower value. max response, negative = inhibition, %. actives 2.5% (n = 360,000). AID 652054; in the data active = max response below about -50%; inconclusive = no clear call, values can overlap the other calls; also: % is scaled to controls: 0 for no effect and ±100 for the full control effect; mostly tested at two doses, the higher about 12 µM
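Cells expressing the human receptor were seeded at 1500 cells/well, incubated overnight at 37 degrees C in 5% CO2, then exposed to library compounds with dopamine controls for 90 minutes at 37 degrees C before luminescent detection.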
Abeta rescue: restores growth of yeast expressing A-beta42 peptide; yeast expressing A-beta42, growth rescue, OD600, 48 h; response scale: 0% DMSO, 100% iron-clioquinol control; Potency, µM (series often up to 46.1 µM), for the others: top-dose growth rescue, hits mostly activators; actives 0.063% (n = 410,000); also: potency is read from the fitted curve at half-maximal effect; nearly all actives have a fitted effect of over 55% in size
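Yeast growth medium received pinned compounds, then yeast cells expressing toxic A-beta were added; plates incubated at 30 C for 48 hr. Growth read as absorbance at 600 nm, normalized to DMSO and equimolar FeCl3 plus clioquinol controls.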
TDP-43 yeast inh: inhibitors of TDP-43 toxicity in yeast | TDP-43 expressing yeast growth rescue, BacTiter-Glo, 24 h | Potency, µM (series often up to 46.1 µM), for inactives: at the top dose growth rescue (activation), most hits filed as activators | actives 1.8% (n = 410,000) | AID 652104; also: potency is read from the fitted curve at half-maximal effect; % of control where 0% means no effect; nearly all actives have a fitted effect of over 50% in size
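In this qHTS, compounds that restore growth of yeast expressing TDP-43 appear as activators. Cells (OD600=0.02, galactose medium, raffinose-pregrown) are incubated with compound 24 hr at 30 deg C and growth is quantified by BacTiter-Glo.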
pAkt inh: blocks phosphorylation of Akt. Neuro2A IGF-stimulated pAkt S473 HTRF, 20 min; stronger effect = lower value. activity change, % for hits at 50 µM. actives 0.32% (n = 360,000). AID 651550; in the data active = activity change below about -80%; inconclusive = mostly about -51% to -80%; also: % is scaled to controls: 0 for no effect and ±100 for the full control effect
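Single-point screen (50 µM final compound) in Neuro2A cells stimulated 20 min with 6 nM IGF at 37 deg C. After lysis, Ser473-phosphorylated Akt read by HTRF (ex 330 nm, em 615/665 nm) as the 665/615 ratio.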
GLP-1R agonist: GLP-1 receptor (human) agonism; P43220; HEK293 GLP-1R CRE-luciferase, luminescence, 4-6 h; cells express a hypersensitive GLP-1R form; Potency, µM (doses to about 45.6 µM), inactives show top-dose activation, usual class: activators; actives 0.007% (n = 380,000); AID 624172; also: potency is read from the fitted curve at half-maximal effect; % of control where 0% means no effect
Target sequence (P43220 whole entry, looked up): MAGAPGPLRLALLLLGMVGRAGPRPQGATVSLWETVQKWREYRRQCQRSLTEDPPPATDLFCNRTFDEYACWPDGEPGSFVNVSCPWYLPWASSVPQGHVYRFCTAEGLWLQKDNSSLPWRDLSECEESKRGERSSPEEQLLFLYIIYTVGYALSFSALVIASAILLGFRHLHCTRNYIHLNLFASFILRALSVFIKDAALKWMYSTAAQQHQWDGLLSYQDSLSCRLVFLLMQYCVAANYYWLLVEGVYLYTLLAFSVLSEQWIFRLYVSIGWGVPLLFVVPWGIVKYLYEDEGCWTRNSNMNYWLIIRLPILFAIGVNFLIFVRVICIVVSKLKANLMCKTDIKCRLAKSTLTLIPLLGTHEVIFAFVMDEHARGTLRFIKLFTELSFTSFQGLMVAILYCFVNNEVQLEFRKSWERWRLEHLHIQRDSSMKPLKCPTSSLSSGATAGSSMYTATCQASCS
GLP-1R inv ag: GLP-1 receptor (human) inverse agonism. actives 1.6% (n = 410,000). P43220. Potency, µM (series often up to 38.3 µM), inactives show top-dose activity change, negative = inhibition, usual class: inhibitors. HEK293 GLP-1R CRE-luciferase, luminescence, 24 h; GLP-1R form is constitutively active. AID 624417; also: potency is read from the fitted curve at half-maximal effect; % is scaled to controls: 0 for no effect and ±100 for the full control effect; nearly all actives have a fitted effect of over 55% in size
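Luminescence readout: a drop in cAMP-driven luciferase signal flags inverse agonism at a constitutively active GLP-1R stably expressed in HEK293. Compound exposure lasted 24 hr at 37 deg C, 5% CO2.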
PTHR1 agonist: agonists of human PTHR1 parathyroid hormone receptor. Q03431. HEK293 GP2 PTHR1 cells, GloSensor cAMP luminescence, 1 h. Potency, µM (highest dose often 115 µM), without a hit: top-dose activation, usual class: activators. actives 0.075% (n = 410,000); also: potency is read from the fitted curve at half-maximal effect; nearly all actives have a fitted effect of over 55% in size; some results filed as inactive show a strong effect at the top dose; inactives centre near -15; many of its hits are not listed in these tables
Target sequence (Q03431 whole entry, looked up): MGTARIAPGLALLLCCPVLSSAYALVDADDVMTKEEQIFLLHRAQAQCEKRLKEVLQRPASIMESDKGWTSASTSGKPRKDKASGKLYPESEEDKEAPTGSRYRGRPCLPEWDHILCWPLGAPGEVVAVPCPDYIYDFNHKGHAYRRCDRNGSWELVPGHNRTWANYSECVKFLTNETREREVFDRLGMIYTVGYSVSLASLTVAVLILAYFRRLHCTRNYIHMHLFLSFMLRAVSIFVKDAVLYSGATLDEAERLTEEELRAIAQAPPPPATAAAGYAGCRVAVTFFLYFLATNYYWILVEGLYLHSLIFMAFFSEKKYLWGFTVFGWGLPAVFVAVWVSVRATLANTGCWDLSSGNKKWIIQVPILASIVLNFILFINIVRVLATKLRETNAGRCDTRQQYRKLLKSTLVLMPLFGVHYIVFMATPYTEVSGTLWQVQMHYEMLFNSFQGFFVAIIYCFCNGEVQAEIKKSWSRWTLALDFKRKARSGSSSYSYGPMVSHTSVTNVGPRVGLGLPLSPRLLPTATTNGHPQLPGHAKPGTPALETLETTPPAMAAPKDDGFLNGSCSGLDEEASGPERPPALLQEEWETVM
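HEK-293-derived GP2 cells expressing PTHR1 and a GloSensor cAMP reporter, 3,000/well, plated overnight, given luciferin plus IBMX (each 0.5 mM as added) for 1 h at 37 °C, then compound for 1 h at 37 °C. Luminescence was read after 15 min at room temperature.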
FUS yeast rescue: FUS proteinopathy suppression in yeast | S. cerevisiae FUS-expressing, growth rescue, OD600, 24 h | Potency, µM (highest dose often 76.6 µM), for the others: top-dose growth rescue (activation), hits mostly activators | actives 0.24% (n = 390,000) | AID 1347120;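 also: potency is read from the fitted curve at half-maximal effect; plate controls were DMSO vehicle for no effect and reference control for full effect; nearly all actives have a fitted effect of over 55% in size; some results filed as inactive show a strong effect at the top dose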
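Quantitative HTS measuring growth restoration of FUS-toxic yeast. Galactose-induced cells (OD 0.005) were exposed 24hr at 30C to compounds at several concentrations, then absorbance at 600 nm was recorded.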
An asterisk follows results filed as active; i = inactive; ? = inconclusive; . = no result given; [ ] = remark or other dose. Unless noted, calls follow the shape of the dose curve; as a rule, active = well fitted curve in the direction sought with a large enough effect; inconclusive = small, poorly fitted or top-dose-only effect, or another doubt; inactive = no such curve, though single readings can be large; an effect the other way counts as inactive or inconclusive. This is a subset; rates above refer to the full screens.

SMILES | aSyn yeast inh | D3 antag | Abeta rescue | TDP-43 yeast inh | pAkt inh | GLP-1R agonist | GLP-1R inv ag | PTHR1 agonist | FUS yeast rescue
Cc1nn(CC(=O)NCCCN2CCOCC2)c(C)c1[N+](=O)[O-] | -1% | -2 | 14% | -28% | . | 9% | 1% | -4%[57.5 µM] | 16%
O=C(Cc1ccc2c(c1)OCCO2)N1CCN(c2ccccc2)CC1 | 6% | 11 | -4% | -15%[9.22 µM] | i | 1% | -2% | i | 5%
O=C(Nc1ccc(N2CCCCC2)cc1)c1ccccn1 | -47%[inhibitor] | 2 | -50%[inhibitor] | -76%[inhibitor] | i | -6% | ? | -21% | 8%
CN(CC(=O)Nc1cccc(C(F)(F)F)c1)C1=NS(=O)(=O)c2ccccc21 | -14% | 3 | 0% | 15% | i | 0% | -1% | -10% | -3%
CCC(C)Sc1ccc([C@H]2N[C@@](C)(C(=O)OC)[C@H]3C(=O)N(CC)C(=O)[C@@H]23)cc1OC (some centres not stated) | 7% | 33 | -1% | 17% | i | -5% | 0% | -3% | 12%
O=C(C1CCN(Cc2ccc(F)cc2)CC1)N(CCc1ccccc1)Cc1ccccc1 | 13% | -22 | 17% | -10% | i | 1% | ? | -38%[inhibitor] | 0%
CCOC(=O)C(C)Oc1cccc2c(=O)n(CC(=O)N3CCN(C(=O)OCC)CC3)ccc12 (configuration not stated) | -5% | 22 | 4% | -1% | i | -1% | 14% | i | -5%
Fc1ccc(CSc2nc3ccccc3[nH]2)cc1 | -28% | -25 | 5% | -16% | i | 5% | -17% | -35%[inhibitor] | -14%
OCCN1CCN(c2cc(C(F)(F)F)nc3c(F)cccc23)CC1 | -5% | 6 | 1% | 2% | i | 3% | 2% | i | -14%
COc1ccc(OC)c(Nc2nc(-c3ccc(O)c(O)c3)cs2)c1 | 11µM* | 11 | -30% | -18% | i | 14% | 0% | -53%[inhibitor] | .

Entries of single compounds, looked up by structure. Order of screens: aSyn yeast inh	D3 antag	Abeta rescue	TDP-43 yeast inh	pAkt inh	GLP-1R agonist	GLP-1R inv ag	PTHR1 agonist	FUS yeast rescue
O=C(Cc1ccc2c(c1)OCCO2)N1CCN(c2ccccc2)CC1 across the screens: 6%	11	-4%	-15%[9.22 µM]	i	1%	-2%	i	5%
COc1ccc(OC)c(Nc2nc(-c3ccc(O)c(O)c3)cs2)c1 across the screens: 11µM*	11	-30%	-18%	i	14%	0%	-53%[inhibitor]	.
CCC(C)Sc1ccc([C@H]2N[C@@](C)(C(=O)OC)[C@H]3C(=O)N(CC)C(=O)[C@@H]23)cc1OC (some centres not stated) across the screens: 7%	33	-1%	17%	i	-5%	0%	-3%	12%

Remaining list, next part
SMILES | aSyn yeast inh | D3 antag | Abeta rescue | TDP-43 yeast inh | pAkt inh | GLP-1R agonist | GLP-1R inv ag | PTHR1 agonist | FUS yeast rescue
COc1ccc2sc(N(Cc3cccnc3)C(=O)c3cccs3)nc2c1 | . | . | -2% | 18% | . | . | -12% | -20% | 3%
O=S(=O)(c1cccs1)N1CCN(S(=O)(=O)c2cccs2)CC1 | -1% | -9 | -7% | 6% | i | -1% | 1% | -44%[inhibitor] | 9%
CC1CCN(C(=O)CSc2nc3cccnc3n2C)CC1 | 1% | 297 | -7% | -17% | i | 1% | 19% | -21%[57.5 µM] | 21%
CCc1nnc(NC(=O)CSc2nnc(COc3ccccc3)n2-c2ccc(C)cc2)s1 | 0% | ? | -3% | -6% | i | 0% | 19% | i | -18%
CCCOC(=O)COC(=O)c1ccccc1NC(=O)c1ccccc1 | -7% | 26 | 3% | 13% | i | -2% | 1% | -21% | -3%
O=C(N1CCN(c2cccc(Cl)c2)CC1)C1(S(=O)(=O)c2ccc(Cl)cc2)CC1 | 0% | 9 | -44%[inhibitor] | ? | i | -1% | ? | i | 38%
Nc1cc2nsnc2cc1Br | 5% | ? | 13% | 13µM* | i | -9% | 20% | i | .
COc1cccc(N(C(=O)c2cccs2)c2nc3ccccc3s2)c1 | -5% | 26 | 6% | -5% | i | -2% | 12% | i | 2%
CC(=O)Nc1c(O)nc(SCc2ccc(Cl)cc2)[nH]c1=O | -4% | -16 | -9% | 12% | i | -3% | 9% | i | .
Cc1ccc(S(=O)(=O)NCC(c2ccc(N(C)C)cc2)N2CCOCC2)cc1 (configuration not stated) | . | . | 12% | 13% | . | . | -3% | i | -19%
Fc1ccc(NC(=S)NCCc2ccc(Cl)cc2)cc1 | -7% | -14 | 24% | 6% | i | 1% | ? | ? | .
COc1ccc(NC(=O)c2cc(C)nc3c2c(C)nn3-c2cccc(Cl)c2C)c(OC)c1 | . | . | -20% | -3%[9.22 µM] | . | . | 33% | i | 12%
NC(=O)C1CCN(C(=O)c2cc(-c3ccc(Cl)cc3)nc3ccccc23)CC1 | 2% | 11 | -3% | 10% | i | 0% | -22% | -2% | .
CCCCNC(=O)Cn1c(=O)cc(C)c2c(C)nn(-c3ccc(CC)cc3)c21 | . | . | -22% | -6% | . | . | -12% | i | 0%
COc1cccc(-n2c(CN3CCN(c4ccc(C)cc4)C(C)C3)nc3ccc([N+](=O)[O-])cc3c2=O)c1 (configuration not stated) | -3% | ? | -11% | -10% | i | 4% | -17% | -11% | .
COCCNC(=S)N1CCC(NC(=O)C23CC4CC(CC(C4)C2)C3)CC1 | 0% | 11 | 10% | 11% | i | -1% | 0%[7.66 µM] | -20% | 31%
CC(=O)OC1COC(n2c(O)c(N=NC(N)=S)c3ccccc32)C(OC(C)=O)C1OC(C)=O (configuration not stated) | -4% | -14 | -3% | 14% | i | 14% | 3% | -16% | 8%
CCOC(=O)[C@@H]1[C@H]2COc3ccc(Br)cc3[C@H]2N2C(=O)N(c3ccc(Cl)cc3)C(=O)[C@]12C | 2% | 0 | 12% | ? | i | -2% | 13% | -24% | ?
Cc1ccc2c(c1)cc1c(=O)n(Cc3ccc(Cl)cc3)nc(C)n12 | . | . | -10% | 10% | . | . | -6% | i | -6%
CC(=O)c1ccc(N(CC(=O)NCC2CCCO2)C(=O)CCC(=O)Nc2cc(C)on2)cc1 (configuration not stated) | -3% | 1 | -16% | -10% | i | 18% | 14% | -24% | 17%
O=C(NCc1ccc(F)cc1)c1ccc(CS(=O)(=O)Cc2ccccc2F)o1 | -3% | 3 | -10% | 2% | i | 2% | -26% | i | -1%
COc1ccccc1NC(=O)CSc1nc2nccnc2c(=O)n1Cc1cccs1 | -1% | 11 | . | 15% | i | 12% | 21% | -1% | 31%
COc1ccc(S(=O)(=O)Nc2cc(S(=O)(=O)c3ccccc3)c(O)cc2C)cc1 | 4% | 1 | -10% | -11% | i | 10% | -25% | i | 17%
CCOc1ccc(S(=O)(=O)N(CC(=O)NCCSCc2ccc(C)cc2)c2ccccc2)cc1 | . | . | -9% | ? | . | -1% | 11% | -25% | -10%
O=C(NCC1CCCO1)c1cc2cc(Cl)ccc2[nH]1 (configuration not stated) | 9% | -1 | 5% | 17% | i | 7% | 9% | -19% | 19%
CCOc1cc(/C=C/C(=O)c2ccc3c(c2)OCCO3)ccc1OCC(=O)N(C)C | 9% | -5 | -10% | 3% | i | 5% | 13µM* | -46%[inhibitor] | 24%
CCOC(=O)c1c(C)[nH]c(C)c1C(=O)COC(=O)/C=C/c1cccc(F)c1 | -2% | 12 | 11% | 19% | i | 12% | -24% | i | 0%
COc1ccc(C2c3[nH]c4ccccc4c3CCN2C(=O)c2ccc(=O)n(C)n2)c(F)c1 (configuration not stated) | 2% | 2 | 7% | -33%[inhibitor][9.22 µM] | i | 10% | -47% | -9% | ?
Cc1noc2ncnc(N3CCN(c4cccc(C(F)(F)F)c4)CC3)c12 | . | . | 10% | 0% | . | . | -6% | -38%[inhibitor] | -2%
COc1ccc(NC(=O)c2nnn(Cc3ccccc3C)c2N)c(OC)c1 | . | . | -9% | 14% | . | . | -22% | i | 5%
CC1CCN(c2nc(-c3ccccc3O)nc3ccccc23)CC1 | . | -26 | -3% | ? | . | -9% | 17% | i | -27%
COc1cccc(OCc2cc(C(=O)N3CCN(C)C(c4ccccc4)C3)no2)c1 (configuration not stated) | -21% | 4 | -73%[inhibitor] | ? | . | -3% | ? | -39%[inhibitor] | -10%
COc1ccc(C)cc1NC(=O)Nc1cccc(C(=O)O)c1 | -2% | -15 | 6% | -16% | i | 4% | 13% | 0% | 11%
C=CCNC(=O)/C(C#N)=C/c1cc(Br)ccc1OC | -1% | 5 | -3% | 11µM* | i | 0% | ? | -13% | -1%
CCN(CC)c1ccc(-c2nc3cnccn3c2NC2CCCC2)cc1 | 8% | -4 | 15% | 0% | i | 11% | -5% | -19% | 26%
O=C(O)c1ccc(NS(=O)(=O)c2ccc(NC(=O)c3ccccc3Cl)cc2)cc1 | 0% | 6 | 13% | 23% | i | -7% | 12% | i | 10%
CCCCN=Cc1c(C)[nH]n(-c2ccccc2)c1=S | -2% | -10 | 0% | 6% | i | -2% | ? | i | 28%
Cc1ccc(NC(=O)c2ccc(S(=O)(=O)NCc3ccco3)cc2)cc1 | 1% | -21 | -7% | -15% | i | 3% | -29% | -50%[inhibitor] | 18%

Arranged by value in GLP-1R inv ag (falling): four of the compounds above.
compound | pAkt inh | GLP-1R agonist | GLP-1R inv ag | PTHR1 agonist
COc1ccccc1NC(=O)CSc1nc2nccnc2c(=O)n1Cc1cccs1 | i | 12% | 21% | -1%
CCc1nnc(NC(=O)CSc2nnc(COc3ccccc3)n2-c2ccc(C)cc2)s1 | i | 0% | 19% | i
COc1ccc(OC)c(Nc2nc(-c3ccc(O)c(O)c3)cs2)c1 | i | 14% | 0% | -53%[inhibitor]
Fc1ccc(CSc2nc3ccccc3[nH]2)cc1 | i | 5% | -17% | -35%[inhibitor]
